HUVEC tox TNFa – HUVEC cytotoxicity counter-screen, TNF alpha stimulated; 93,000 tested, 0.17% active; cell count reduction, % at 2 µM; HUVEC TNFalpha-stimulated, Hoechst cell count, imaging;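 active = cell count reduction exceeding the screen mean by over 5 SD, scaled to untreated wells per plate, cut at about 78% in these data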;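 also: cells counted after 24 h of TNF alpha exposure following the 1 h pretreatment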
CYP2C9 act – activators of human CYP2C9. P11712. recombinant CYP2C9, luciferin-H conversion, luminescence; active compounds read high; factor 1 = untreated enzyme, 0 = blocked. activation factor at 5 µM. 96,000 tested, 1.4% active;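 active = activation factor of 2 or more for CYP2C9 at a 5 µM dose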;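 also: 0 = sulfaphenazole-blocked wells and 1 = vehicle-only wells; values of inactives mirror those of a sister screen read the other way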
Target sequence (P11712 whole entry, looked up): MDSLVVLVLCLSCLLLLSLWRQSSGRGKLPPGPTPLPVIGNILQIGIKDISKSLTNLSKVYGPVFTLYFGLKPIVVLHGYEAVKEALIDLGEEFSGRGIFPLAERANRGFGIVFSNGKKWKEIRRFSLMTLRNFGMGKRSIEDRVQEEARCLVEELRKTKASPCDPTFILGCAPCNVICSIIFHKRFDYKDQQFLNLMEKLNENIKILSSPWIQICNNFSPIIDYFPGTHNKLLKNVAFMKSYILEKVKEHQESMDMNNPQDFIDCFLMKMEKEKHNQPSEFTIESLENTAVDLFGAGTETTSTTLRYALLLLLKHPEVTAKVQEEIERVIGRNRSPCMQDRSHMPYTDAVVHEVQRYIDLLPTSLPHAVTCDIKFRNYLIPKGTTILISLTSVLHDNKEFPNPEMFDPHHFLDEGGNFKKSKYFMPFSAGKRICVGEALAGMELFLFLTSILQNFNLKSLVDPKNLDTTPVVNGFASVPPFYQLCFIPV
CYP2C19 inh – blocks human cytochrome P450 2C19; P33261; CYP2C19 Supersomes, luciferin-H EGE luminescence, 30 min; 96,000 tested, 21% active; inhibition, % at 5 µM; AID 778;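 active = CYP2C19 inhibition above a set limit at 5 µM in the primary screen, cut at about 50% in these data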;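 also: plate controls were negative control wells for no effect and 2.5 mM tranylcypromine positive control for full effect; values of inactives mirror those of a sister screen read the other way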
Target sequence (P33261 whole entry, looked up): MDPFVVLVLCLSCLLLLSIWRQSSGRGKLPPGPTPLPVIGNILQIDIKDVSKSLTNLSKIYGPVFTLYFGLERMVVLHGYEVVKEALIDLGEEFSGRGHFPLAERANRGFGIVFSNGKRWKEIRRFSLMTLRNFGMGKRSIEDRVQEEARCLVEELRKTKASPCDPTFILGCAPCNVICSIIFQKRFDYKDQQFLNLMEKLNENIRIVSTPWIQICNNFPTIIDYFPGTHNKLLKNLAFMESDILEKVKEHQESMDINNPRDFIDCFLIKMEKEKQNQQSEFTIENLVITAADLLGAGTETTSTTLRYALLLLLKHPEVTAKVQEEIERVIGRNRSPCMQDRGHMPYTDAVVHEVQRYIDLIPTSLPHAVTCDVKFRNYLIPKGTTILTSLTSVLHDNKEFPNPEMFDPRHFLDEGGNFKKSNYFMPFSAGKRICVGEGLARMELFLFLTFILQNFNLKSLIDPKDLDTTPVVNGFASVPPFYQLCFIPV
hDAT+cocaine – changed human dopamine transporter uptake under cocaine IC80. LLC-PK1 hDAT cells, [14C]-dopamine uptake with cocaine IC80; actives deviate in either direction. B-score at 10 µM. AID 449768. 110,000 tested, 1.3% active;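 active = Z score or B-score, a plate-position-corrected score, falls beyond the plate's 99.7% confidence bounds, in either direction; inactive = both scores lie inside the 99.7% bounds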;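 also: scored against the spread of the other compound wells on the same plate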
HUVEC tox IL1B – toxic to HUVEC cells under IL-1B stimulation. HUVEC cell count loss, Hoechst imaging, IL-1B stimulated. cell count reduction, % at 2 µM. 94,000 tested, 0.41% active. AID 845;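 active = cell count reduction more than 3 SD above the screen-wide mean, cut at about 70% in these data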;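 also: normalized per plate to untreated control cells as the no-loss baseline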
CYP2C9 inhib – human CYP2C9 inhibition | inhibition, % at 5 µM | AID 777 | 96,000 tested, 20% active | CYP2C9 Supersomes, luciferin-H conversion, luminescence;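 active = blocking of liver enzyme CYP2C9 beyond about 50% at 5 µM, limit read from the data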; also: values of inactives mirror those of a sister screen read the other way
CYP2C19 activ – increases human CYP2C19 enzyme activity; 96,000 tested, under 10 active; recombinant CYP2C19, luciferin-H EGE luminescence; active compounds read high; 0 = fully inhibited enzyme, 1 = untreated enzyme; activation factor at 5 µM;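 active = activation factor of at least 2 at 5 µM in the primary screen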;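 also: 0 = wells with 2.5 mM tranylcypromine and 1 = vehicle-only wells; values of inactives mirror those of a sister screen read the other way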
VCAM1 TNFa inh – reduces TNF alpha induced VCAM1 expression in HUVEC. HUVEC TNFa-induced VCAM-1 immunofluorescence, high-content imaging. inhibition, % at 2 µM. 95,000 tested, 0.48% active. AID 802;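 active = inhibition above the batch mean plus 3 SD, with images confirmed as a hit by eye, cut at about 37% in these data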;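 also: 0% = TNF-stimulated DMSO wells and 100% = unstimulated control wells; not every result past the cut was called active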
Candida biofilm – kills Candida albicans biofilms; C. albicans biofilm + clotrimazole, Alamar Blue; inhibition, % at 6 µM; 85,000 tested, 0.14% active; AID 834;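 active = inhibition above 20%; inactive = inhibition below 20%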;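 also: preformed 24 hr biofilms exposed to compound for 48 hr; 0% = biofilm without compound and 100% = blank killed by clotrimazole plus chlorhexidine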
* marks the source's active call; other numbers are inactive results; . = no result given.

Start of the listing, in advance:
SMILES	HUVEC tox TNFa	CYP2C9 act	CYP2C19 inh	hDAT+cocaine	HUVEC tox IL1B	CYP2C9 inhib	CYP2C19 activ	VCAM1 TNFa inh	Candida biofilm
CCOC(=O)c1c(C)n(C)c2ccc(OCC(O)CN3C(=O)c4ccccc4S3(=O)=O)cc12 (stereo unspecified)	8	0.3	43	0.54	7	73*	0.6	-12	.
CCOC(=O)C1=C(C)NC(SCC(=O)Nc2cc(C)on2)=C(C#N)C1c1cccs1 (stereo unspecified)	-5	0.1	91*	1.7	-2	95*	0.1	14	-2

The listing, from the first entry:
SMILES	HUVEC tox TNFa	CYP2C9 act	CYP2C19 inh	hDAT+cocaine	HUVEC tox IL1B	CYP2C9 inhib	CYP2C19 activ	VCAM1 TNFa inh	Candida biofilm
CCOC(=O)c1c(C)n(C)c2ccc(OCC(O)CN3C(=O)c4ccccc4S3(=O)=O)cc12 (stereo unspecified)	8	0.3	43	0.54	7	73*	0.6	-12	.
CCOC(=O)C1=C(C)NC(SCC(=O)Nc2cc(C)on2)=C(C#N)C1c1cccs1 (stereo unspecified)	-5	0.1	91*	1.7	-2	95*	0.1	14	-2
COC(=O)c1c(C)[nH]c(O)c1C=Nc1ccc(C(C)C)cc1	-10	0.7	3	1.1	-15	31	1	23	.
Cn1cnc2c1c(=O)n(Cc1cccc(Br)c1)c(=O)n2C	-19	1	16	0.028	15	-2	0.8	-3	5
CCC1(CC)C(=O)C(C)(C)C(=O)OC1c1cccs1 (stereo unspecified)	-20	0.6	96*	-0.34	-50	44	0	1	3
Cc1ccc(S(=O)(=O)N(Cc2cc3cc4c(cc3[nH]c2=O)OCCO4)CC2CCCO2)cc1 (stereo unspecified)	-20	0.8	21	-1.4	-2	24	0.8	0	-1
Nc1ccc2oc(-c3cccc4ccccc34)nc2c1	.	0.6	16	1.5	21	42	0.8	.	1
COc1ccc(N2CCN(C(=O)CSc3nnc(-c4cccnc4)n3-c3ccc(F)cc3)CC2)cc1	-4	.	.	0.87	14	.	.	2	5
COCCN1C(=O)C(=O)/C(=C(/O)c2cccc(OC)c2)C1c1ccco1 (stereo unspecified)	-4	1.1	16	0.21	-8	-10	0.8	4	7
CCN(CC)c1ncnc2c1sc1nc(N3CCOCC3)c3c(c12)CCC3	-4	0.7	19	0.032	-3	28	0.8	-13	.
COC(=O)c1sc(NC(=O)c2cnccn2)c(C(=O)OC)c1C	.	.	.	-0.48	-4	.	.	11	11
COc1ccc(/C=C/C(=O)NNc2c(F)c(F)cc(F)c2F)cc1OC	.	0.7	16	0.49	-9	31	0.8	.	6
C/C=C/c1ccc(OCCCNC(C)CC)c(OC)c1 (stereo unspecified)	11	0.6	8	0.13	-22	42	0.9	-14	8
COc1ccc(-c2cc(C(=O)N3CCOCC3)no2)cc1OC	-4	0.9	-2	0.028	-5	12	1	-4	.
CC12CC(c3ccccc3O1)N(C(=O)c1ccc(Br)o1)C(=O)N2c1ccccc1 (stereo unspecified)	-4	0.4	31	0.016	-5	62*	0.7	12	0
CCNC(=O)CCc1nc(-c2ccc(C(C)(C)C)cc2)no1	.	1.1	-6	-1.2	-13	-11	1.1	.	-6
Cc1ccc(CCN2CC(C(=O)NCCN3CCOCC3)CC2=O)cc1 (stereo unspecified)	-38	1.1	-14	0.057	31	-14	1.1	-22	0
CCCCSc1nc2c(cc1C#N)CCC2	4	0.5	58*	0.14	-2	49	0.4	4	4
Nc1c(C(=O)NCCc2ccccc2)nnn1Cc1ccc(Cl)cc1	-25	.	.	-0.67	-1	.	.	19	8
CCCOc1ccc(NC(=O)c2c(-c3ccccc3)noc2C)cc1	-8	1	6	-0.67	10	1	0.9	2	3
Cc1ccc(-c2noc(CNc3ccccc3)n2)cc1	-17	.	.	1.1	-29	.	.	20	6
COc1ccc(CCNc2oc(-c3ccc(C)cc3)nc2C#N)cc1OC	.	0.5	-12	0.64	.	50*	1.1	.	4
COc1cc(C(=O)NC2CC3CCCC(C2)N3CC(=O)Nc2ccccc2)cc(OC)c1OC (stereo unspecified)	-8	0	81*	1.2	6	97*	0.2	-15	4
CC(=O)C1C(c2cccc(Oc3ccccc3)c2)NC(=O)NC1(O)C(F)(F)F (stereo unspecified)	-32	1	24	.	-14	1	0.8	-3	6
N#CCC(=O)Nc1ncn(Cc2ccccc2Cl)n1	-6	1.1	-1	-1.1	-2	-6	1	7	-2
COc1ccc(S(=O)(=O)Nc2ccccc2C)cc1	28	0.5	100*	-0.42	8	51*	0	-7	2
FC(F)(F)c1cnc2c(-c3ccc(Cl)cc3Cl)noc2c1	-10	0.9	20	-0.9	-11	10	0.8	6	6
COc1ccc(S(=O)(=O)n2ccc(C)n2)cc1C	-6	2.4*	50*	-0.73	-6	-135	0.5	-12	4
CCOC(=O)N1CCN(C(=O)c2cc3c(-c4ccc(Cl)cc4)nn(C)c3s2)CC1	-15	0.7	9	-0.57	16	26	0.9	3	4
O=C(Nc1ccc(NC(=O)c2ccco2)nc1)c1cccnc1	-16	.	.	-0.46	-15	.	.	-23	11
O=C(O)CN1C(=O)CC(Cc2ccccc2)C1=O (stereo unspecified)	-37	0.9	-1	-1.1	9	7	1	-1	6
O=C1c2ccccc2C(=O)N1Cc1ccc2c(c1)OCO2	2	1.4	54*	-0.33	-4	-39	0.5	-31	2
CC1(C)NC(=O)N(CC(O)COc2ccc(-c3ccccc3)cc2)C1=O (stereo unspecified)	16	0.9	44	0.51	5	13	0.6	22	3
CCOc1ccc2nc(NC(=O)c3ccoc3C)sc2c1	-15	0.2	100*	2	0	85*	0	-24	.
CCCC(=O)Nc1nn(C)c2nc3cc(C)ccc3cc12	.	0.7	15	0.74	.	32	0.8	.	2
COc1ccccc1C1C(C#N)=C(N)Oc2cc(C)n(Cc3ccccn3)c(=O)c21 (stereo unspecified)	34	0.9	8	.	-18	5	0.9	9	-6
Cc1ccc(O)c(C2=NOC(O)(C(F)(F)C(F)F)C2)c1 (stereo unspecified)	-32	0.5	84*	0.11	-6	53*	0.2	-7	.
COC(=O)Cn1c2ccc(F)cc2c2nc(C)sc21	-2	0.9	6	-0.62	-8	9	0.9	-16	1
Cc1cc2c(c(=O)o1)C(Cc1ccccc1)C(C#N)=C(N)O2 (stereo unspecified)	-15	0.4	86*	-0.93	-5	63*	0.1	7	1
CC1CC(=O)N(CC(=O)N2CCCC2)c2ccccc2S1 (stereo unspecified)	.	1.2	-8	-0.23	.	-24	1.1	.	5
CCN(CC)c1c2c(c(C#N)c3nc4ccccc4n13)CCC2	-5	.	.	-1.1	-46	.	.	7	1
COc1ccccc1N(CC(=O)Nc1ccccc1C(=O)NCC(C)C)S(C)(=O)=O	-13	0.2	47	-0.04	-21	77*	0.5	0	5
CCC(=O)Nc1ccc2c(c1)nc(CN1CCN(C(C)=O)CC1)n2C	7	1.1	3	1.7	6	-9	1	-7	7
O=C(CCl)Nc1ccc(Oc2cnc3ccccc3n2)cc1	-10	1.8	35	-1.8	-48	-76	0.7	18	.
COC(=O)c1c(-c2cccs2)csc1NC(=O)c1cccnc1	-22	0	100*	0.014	6	100*	0	8	.
O=C(Nc1nc2ccccc2s1)C1CC(=O)N(c2ccc(Cl)cc2)C1 (stereo unspecified)	-38	0.5	20	0.31	-4	54*	0.8	13	4
O=C(CSc1nccc(=O)[nH]1)c1ccccc1Br	-8	0.4	11	-0.65	10	55*	0.9	6	5
O=S(=O)(NCc1cn2ccsc2n1)c1ccc2c(c1)OCCO2	-14	1.6	87*	-0.16	10	-64	0.1	16	-4
CCOC(=O)CSc1nnc(CNC(=O)c2ccc(S(=O)(=O)N3CCCC3)cc2)n1C	7	1	16	.	-20	2	0.8	5	4
Cn1c(N)c(C(=O)COC(=O)Cc2ccsc2)c(=O)n(C)c1=O	.	1.1	-1	-0.13	.	-7	1	.	-3
The results go on.
SMILES	HUVEC tox TNFa	CYP2C9 act	CYP2C19 inh	hDAT+cocaine	HUVEC tox IL1B	CYP2C9 inhib	CYP2C19 activ	VCAM1 TNFa inh	Candida biofilm
O=C(Oc1ccc2ccccc2c1)c1ccccc1	-7	0.9	-3	0.072	-2	14	1	-4	2
c1cncc(-c2noc(CC3CCCCC3)n2)c1	-13	1.1	80*	0.18	1	-9	0.2	-2	-1
COc1ccccc1N1C(=O)c2ccccc2NC1c1ccncc1 (stereo unspecified)	-35	0.4	39	0.029	-34	56*	0.6	-12	6
COc1ccc(CN2C(=O)C(O)(CC(=O)c3ccc4c(c3)OCO4)c3ccccc32)cc1OC (stereo unspecified)	-29	0.9	19	0.21	-54	9	0.8	10	8
Cc1ccc(C(=O)Nc2ccc(Cc3ccncc3)cc2)cc1[N+](=O)[O-]	-1	0.1	91*	.	-46	90*	0.1	-2	.
COc1ccc(C(NC(=O)CNC(C)=O)C(=O)Nc2ccc(C(C)C)cc2)cc1 (stereo unspecified)	0	0.9	26	0.22	22	10	0.7	0	.
O=C(CS(=O)(=O)Cc1ccccc1)Nc1ncccn1	1	1	13	-0.032	18	5	0.9	-11	8
O=S(=O)(c1ccc(Cl)s1)N1CCCc2cccc(O)c21	-19	0.9	72*	-0.42	-4	15	0.3	-37	.
COc1ccc(NC(=O)CN2CCN(S(=O)(=O)c3ccc(Cl)cc3)CC2)cc1Cl	6	1.1	-20	0.11	5	-7	1.2	-3	-3
CC(C)CSc1ncc(-c2cccc(C(F)(F)F)c2)cn1	-8	1.7	2	-0.95	-25	-66	1	8	.
CN1CCc2nc3sc(C(=O)C45CC6CC(CC(C6)C4)C5)c(N)c3cc2C1	-34	0.7	17	.	10	30	0.8	22	.
COc1ccc(NC(=O)CN2CCN(CC(=O)Nc3ccc(OC)c(OC)c3)CC2)cc1	.	1.1	11	0.28	.	-8	0.9	.	7
O=C(Nc1ccccc1)N(CCCN1CCOCC1)Cc1cc2cc3c(cc2[nH]c1=O)OCCO3	-10	.	.	0.37	-21	.	.	-1	7
Cc1ccc(C)c(N/C(N)=N/c2nc(C)cc(C)n2)c1	-15	0.9	6	1.7	-6	10	0.9	6	.
COCCCN1C(=O)c2ccc(C(=O)NCc3ccco3)cc2C1=O	-8	0.9	7	1.1	-42	9	0.9	13	7
CCOC(=O)N1CCN(C(=O)c2cc(OC)cc(OC)c2)CC1	-15	0.9	25	-0.38	18	9	0.8	8	11
N#CC1=C(SCc2ccccc2)NC(=O)C(C#N)C12CCCC2 (stereo unspecified)	-1	0.5	64*	-0.23	21	46	0.4	-5	3
CC1=C(C(=O)N(C)C)C(c2cccc(Cl)c2)NC(=O)N1 (stereo unspecified)	.	1	5	0.88	.	-1	1	.	0
Cc1ccc(S(=O)(=O)NC(=O)NCCCCNC(=O)NS(=O)(=O)c2ccc(C)cc2)cc1	-22	0.9	-8	0.11	8	12	1.1	15	.
CCC(=O)NC(=S)Nc1ccc(NC(=O)COc2ccc(Cl)cc2Cl)cc1	-6	0.9	28	0.32	2	9	0.7	1	.
CCOc1cc(S(=O)(=O)Nc2cc(C)cc(C)c2)ccc1Cl	-30	2*	98*	-1.5	-81	-97	0	0	3
O=C(N/N=C/C1CC=CCC1)c1ccccc1O (stereo unspecified)	-16	1	2	-0.34	5	-5	1	-4	.
COCc1nnc(NC(=O)CCCCCN2C(=O)c3ccccc3C2=O)s1	-1	0.4	11	1	-16	63*	0.9	-21	12
N/C(=N\N=C\c1ccnc2ccccc12)SC1CC(=O)N(c2ccc(Br)cc2)C1=O (stereo unspecified)	-3	0.9	-13	.	-6	8	1.1	4	.
O=c1c(/C=N/Nc2ccccc2)c(Sc2nnnn2-c2ccccc2)nc2ccccn12	-4	0.3	46	.	-14	72*	0.5	1	.
CC(=O)Nc1ccc(NC(C)=O)s1	.	1.2	-16	0.49	.	-20	1.2	.	-2
